# Hsp90 Hop PPI – qHTS Assay for Disrupters of an Hsp90 Co-Chaperone Interaction; Hsp90 C-terminal peptide / TPR2A (Hop) interaction, human; AlphaScreen TPR2A-His6 binding biotin-Hsp90 C-terminal peptide; Potency, µM (series often up to 57 µM), for inactives: at the highest dose activity change, negative = inhibition; 0.44% of 71,000 active; AID 595, 2007; active = well fitted curve in either direction with a large enough effect; inconclusive = small, poorly fitted or top-dose-only effect, or another doubt; also: potency is read from the fitted curve at half-maximal effect; % is scaled to controls: 0 for no effect and ±100 for the full control effect; many of its hits are not listed in these tables
# Ub-GFP proteasome – Ubiquitin-GFP Assay; Ubiquitin-GFP reporter cells, proteasome inhibition, GFP fluorescence; response scale: untreated = 0%, 10 µM MG-132 = 100%; Potency, µM (titrated, usually from 45.9 µM), without a hit: top-dose activation (GFP accumulation), hits mostly activators; 67,000 tested, under 10 active; active = well fitted activation curve with a large enough effect, not every such curve was filed as active; inconclusive = small, poorly fitted or top-dose-only effect, or another doubt; inactive = no such curve, though single readings can be large or run the other way; also: potency is read from the fitted curve at half-maximal effect
#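 Reporter cells (U2OS, ubiquitin-G76V-GFP fusion) are plated overnight, then treated 4 hr at 37 °C with compound titrations from 46 uM down to 2.9 nM. Activity is scaled against untreated cells and 10 uM MG-132.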
# CRE-bla Fsk – Cell signaling CRE-BLA (Fsk stim) | CHO CRE-bla reporter (cAMP response element driving beta-lactamase), forskolin EC10, beta-lactamase ratio | 2.5% of 71,000 active | Potency, µM (series often up to 38.2 µM), inactives show at the highest dose activity change, negative = inhibition, most hits filed as activators; active = well fitted activation curve with a large enough effect in the signal ratio, with a control signal flat, not every such curve was filed as active; inconclusive = small, poorly fitted or top-dose-only effect, or effect the other way, or a change in a side signal; the % refers to the signal ratio; also: potency is read from the fitted curve at half-maximal effect; % of control where 0% means no effect
#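 AC50 values, positive or negative, reflect shifts in EC10 NKH 477-induced CRE-bla reporter activity in CHO cells. Incubation lasted 3 h at 37 °C before CCF4 substrate (2 h, room temperature) and ratiometric 460/530 nm reading.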
# BRCT PPI green – qHTS Assay for Inhibitors of BRCT-Phosphoprotein Interaction (Green Fluorophore); Potency, µM (top dose mostly 76.9 µM), without a hit: at the top dose activity change, negative = inhibition, hits mostly inhibitors; 0.05% of 75,000 active; Breast cancer type 1 susceptibility protein (Homo sapiens), P38398; BRCA1 BRCT-phosphopeptide binding, green fluorescence polarization;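 also: potency is read from the fitted curve at half-maximal effect; plate controls were peptide without protein for full effect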
#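 Compounds were incubated for 12 min at room temperature with a complex of 100 nM fluorescein-tagged pBACH1 decapeptide and 250 nM His-tagged BRCT protein. Buffer was phosphate pH 7.3 with EDTA, DTT and Tween 20. Disruption of binding lowers the polarization signal.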
# ALOX15 inhib – qHTS Assay for Inhibitors of 15-hLO (15-human lipoxygenase); Polyunsaturated fatty acid lipoxygenase ALOX15 (Homo sapiens), P16050; purified 15hLO-1, xylenol orange hydroperoxide absorbance; Potency, µM (series often up to 57.1 µM), inactives show at the highest dose activity change, negative = inhibition, most hits filed as inhibitors; 1.4% of 74,000 active; AID 887, 2007; also: potency is read from the fitted curve at half-maximal effect; % is scaled to controls: 0 for no effect and ±100 for the full control effect; nearly all actives have a fitted effect of over 55% in size
#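 Compounds were preincubated 15 min at room temperature with 40 nM purified human enzyme (25 mM Hepes pH 7.5, 0.01% Triton X-100); 50 uM arachidonic acid reacted 6 min. Fe-xylenol orange detection, 30 min, absorbance ratio 573/405 nm.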
# Epigenetic mod – qHTS Assay for Epigenetic Modulators | mouse C127i GFP locus derepression, cytometry, 30 h | Potency, µM (doses to about 46.1 µM), without a hit: at the top dose GFP derepression (activation) | 0.09% of 68,000 active | AID 597, 2007; also: % of control where 0% means no effect
#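 Murine C127i mammary cells carrying a silenced, stably integrated CMV-driven GFP reporter were treated with compound for 30 hours at 37 C. After PBS washes, GFP-positive cells were counted by laser-scanning microplate cytometry.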
# USP2a inh – qHTS Assay for Inhibitors of Ubiquitin-specific Protease USP2a; Ubiquitin carboxyl-terminal hydrolase 2 (Homo sapiens), O75604; USP2a enzymatic assay, qHTS inhibition; Potency, µM (titrated, usually from 38.3 µM), for inactives: at the highest dose activity change, negative = inhibition, hits mostly inhibitors; 0.1% of 60,000 active; AID 927, 2007;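 also: potency is read from the fitted curve at half-maximal effect; nearly all actives have a fitted effect of over 60% in size; plate controls were DMSO for no effect and NEM full inhibition control for full effect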
#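 20 nM USP2 core + cpd, 30 min RT; add 20 nM Ub-PLA2/20 uM NBD C6-HPC; read Ex460/Em535 at 0 h and 2.5 h. Normalized to NEM; qHTS curve fit/classification.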
# BRCT PPI red – qHTS Assay for Inhibitors of BRCT-Phosphoprotein Interaction (Red Fluorophore); 0.03% of 75,000 active; BRCT-phosphopeptide binding, red fluorescence polarization; Potency, µM (titrated, usually from 76.9 µM), for the others: top-dose activity change, negative = inhibition, hits mostly inhibitors; also: % is scaled to controls: 0 for no effect and ±100 for the full control effect
#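 Fluorescence polarization: 100 nM His-tagged BRCA1 BRCT with 100 nM TAMRA-labelled phospho-BACH1 decapeptide, phosphate buffer pH 7.3 with 150 mM NaCl, DTT, 0.01% Tween 20; 12 min RT. Binding inhibition seen as FP decrease.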
# DNA Pol III inh – qHTS Assay for Inhibitors of DNA Polymerase III Holoenzyme System | 0.25% of 71,000 active | Potency, µM (titrated, usually from 57.1 µM), inactives show at the highest dose activity change, negative = inhibition | reconstituted DNA polymerase III holoenzyme replication, biochemical; also: potency is read from the fitted curve at half-maximal effect; % is scaled to controls: 0 for no effect and ±100 for the full control effect
#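 Reconstituted *E. coli* holoenzyme (0.35 nM Pol III, 1 nM beta, 154 nM SSB, 2 nM primase) was preincubated with compound for 15 min at RT. Synthesis on 1.4 nM ssM13Gori ran 35 min, then was stopped with PicoGreen/EDTA and read as dsDNA fluorescence.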
# HBB splice mod – qHTS Assay for Modulators of Hemoglobin Beta Chain Splicing; HBB splicing reporter cell assay, activation; EGFP reporter with mutant IVS2-654 intron; response scale: normalised to 500 nM splice-correcting PNA; Potency, µM (highest dose often 46.1 µM), for inactives: at the highest dose activation, actives largely listed as activators; 0.06% of 65,000 active; also: potency is read from the fitted curve at half-maximal effect; 0% is about no effect
#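 HeLa cells stably expressing EGFP interrupted by mutant beta-globin intron 2 (IVS2-654), 500/well in 2% FCS. Treated with compound for 2 days at 37C. Splicing correction scored as total well GFP intensity (488 nm excitation, 500-520 nm emission); 500 nM antisense PNA served as control.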
# HADH2 inh – qHTS Assay for Inhibitors of HADH2 (Hydroxyacyl-Coenzyme A Dehydrogenase, Type II); 3-hydroxyacyl-CoA dehydrogenase type-2 (Homo sapiens), Q99714; recombinant HADH2, NADH fluorescence, beta-hydroxybutyryl-CoA; Potency, µM (top dose mostly 57.1 µM), for the others: at the highest dose activity change, negative = inhibition, most hits filed as inhibitors; 3.4% of 73,000 active; also: potency is read from the fitted curve at half-maximal effect; % is scaled to controls: 0 for no effect and ±100 for the full control effect; nearly all actives have a fitted effect of over 60% in size; many of its hits are not listed in these tables
#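 20 nM HADH2 + cpd, 15 min RT; add 1 mM NAD+/90 uM beta-hydroxybutyryl-CoA; kinetic fluorescence 360/450 nm, 4 min. Tris-HCl pH 9.0, 0.01% Tween-20.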
# Numbers without * were called inactive; ? = inconclusive; . = no result given; [ ] = dose if it differs, or a comment. Unless noted, calls follow the shape of the dose curve; as a rule, active = well fitted curve in the direction sought with a large enough effect; inconclusive = small, poorly fitted or top-dose-only effect, or another doubt; inactive = no such curve, though single readings can be large; an effect the other way counts as inactive or inconclusive. Only part of the results is shown. The share of hits here may be higher or lower than overall.
structure	Hsp90 Hop PPI	Ub-GFP proteasome	CRE-bla Fsk	BRCT PPI green	ALOX15 inhib	Epigenetic mod	USP2a inh	BRCT PPI red	DNA Pol III inh	HBB splice mod	HADH2 inh
CCCn1nc2ccccc2c1P(=N)(N1CCOCC1)N1CCOCC1	-1%	7%	-5%	-3.7%	12%	6%	-3%	-0.6%	-1%	-0.3%[57.5 µM]	-11%
O=C(/C=C\Nc1ccc2c(c1)OCO2)c1ccccn1	-2%	5%	8%	-0.1%	-22%	4%	3%	-0.3%	3%	-5.9%	-7%
COC(=O)Cn1nc(-c2ccc(C)c(S(=O)(=O)N(C)C)c2)c2ccccc2c1=O	-6%[11 µM]	-7%[9.17 µM]	?	2.7%	-2%[11.4 µM]	-2%	7%[7.66 µM]	-1.6%	-5%[11.4 µM]	-2.1%[0.0738 µM]	3%[11.4 µM]
CN[C@H]1[C@H](O)[C@@H](O[C@@H]2[C@H](O)[C@@H](O[C@H]3OC(CN)=CC[C@H]3N)[C@@H](N)C[C@H]2N)OC[C@@]1(C)O	-4%[26 µM]	-4%[20.5 µM]	-2%[17.1 µM]	-0.5%[34.4 µM]	14%[25.6 µM]	0%[20.6 µM]	-7%[17.1 µM]	-0.2%[34.4 µM]	-9%[25.6 µM]	-1.3%[20.6 µM]	-6%[25.6 µM]
N#Cc1c2n(c3c(=O)[nH]cnc13)CCCC2	-5%	6%	-1%	-3.7%	3%	-2%	9%	-0.3%	0%	0.8%	1%
COc1ccc(NC(=O)C2CCN(Cc3cnn(-c4ccccc4)c3-n3cccc3)CC2)cc1OC	-9%	-2%	-25%	0.7%	-11%	13%	38%[activator]	-0.2%	-11%	-1.2%	-6%
CC[C@H](c1ccccc1)c1cc(C(C)(C)C)cc(C(C)(C)C)c1O	6%[11 µM]	-3%[9.17 µM]	?	-0.8%[15.4 µM]	-4%[11.4 µM]	2%[9.22 µM]	.	-0.4%[15.4 µM]	?	-0.1%[9.22 µM]	-11%[11.4 µM]
O=C(NCc1ccco1)C1Cc2ccccc2CN1S(=O)(=O)c1ccccc1F (configuration not stated)	-12%	0%	?	-2.6%	?	-2%	10%	-2.0%	-8%	-0.8%[57.5 µM]	?
CN(C)S(=O)(=O)c1ccc2c(c1)c(=O)c(C(=O)N1CCOCC1)cn2C	1%	-6%	-4%	-1.9%	-11%	-3%	.	-0.6%	-1%	-0.4%	-4%
CC(C)c1nnc(NC(=O)CCC(=O)N2CCN(Cc3ccccc3)CC2)s1	-1%	-4%	24%	-1.8%	-2%	0%	0%	-1.4%	-4%	-1.0%	8%
COc1cccc2cc(C(=O)C3=C(O)C(=O)N(CCCN(C)C)C3c3ccncc3)oc12 (configuration not stated)	-2%	9%	-4%	0.3%	-2%	-2%	-9%	0.2%	2%	3.2%[57.5 µM]	-7%
Cn1c(SCC(=O)c2ccc(F)cc2)nnc1-c1cnccn1	-1%	9%	-4%	-3.1%	5%	0%	-3%	-0.8%	-6%	3.0%[0.369 µM]	-2%
Cn1c(C(=O)N2CCCC(C(=O)NCCc3ccccc3)C2)cc2sccc21 (configuration not stated)	-7%	-6%	-10%	-2.2%	-3%	2%	12%	-2.2%	-3%	-1.1%	9%
Cc1cccc(NS(=O)(=O)c2cccs2)n1	-4%	-5%	-6%	-0.9%	14%	0%	1%	-0.4%	2%	-0.6%	7%
O=C(CSc1ccccc1Cl)c1ccco1	3%	2%	-4%	-0.3%	-23%	1%	10%	0.1%	-2%	-0.2%[57.5 µM]	?
CCOC(=O)c1ccc(CSc2nnc(N)s2)cc1	0%	-3%	-3%	0.3%	3%	-2%	1%	0.7%	-2%	-0.9%	4%
Cc1cc(C(=O)OCC(=O)NC(=O)NC(C)(C)C)c(C)o1	-3%	-14%	16%	1.2%	1%	1%	1%	-4.9%	0%	-0.2%	3%
COC(=O)c1ccc(CN(C)S(=O)(=O)c2ccc(C)cc2)o1	1%	-9%	13%	2.3%	3%	-2%	1%	-1.2%	-1%	5.8%	12%
CC(=O)c1ccc(NS(=O)(=O)c2cccc(C)c2)cc1	-7%	2%	2%	-0.1%	3%	1%	5%	-0.8%	2%	-3.7%	-17%
O=C(O)c1cnn2c1NC(c1cccs1)CC2C(F)(F)F (configuration not stated)	1%	-2%	-6%	-0.1%	2%	7%	-1%	-0.1%	1%	0.1%[9.22 µM]	-3%
CNC(=O)[C@@H]1O[C@@H](n2cnc3c(NCc4cccc(I)c4)ncnc32)[C@H](O)[C@@H]1O	0%	-2%	3%	-3.2%	-4%	1%	17%	-1.2%	-3%	-0.7%	11%
O=C(c1ccccc1)N(CCN1CCOCC1)C1(C(=O)Nc2ccccc2)CCCCC1	0%	3%	-1%	-0.6%	3%	0%	9%	-0.2%	-3%	0.2%[57.5 µM]	17%
C=C1C2(C(=O)NCc3ccco3)CCC(C2)C1(C)C (configuration not stated)	-6%	5%	-5%	0.0%	1%	0%	-3%	-0.6%	-7%	0.6%	3%
COC(=O)c1ccccc1NC(=O)CSc1nc(N)cc(N)n1	-3%	11%	?	2.0%	5%	.	.	-3.9%	-11%	0.6%	5%
CCCNS(=O)(=O)c1cccc2cccnc12	4%	1%	2%	-2.0%	14%	.	.	-0.9%	-8%	-0.7%	-2%
CCn1c(=O)cc(OCC(=O)Nc2cccnc2)c2ccccc21	2%	-5%	24%	-1.8%	1%	2%	4%	-1.2%	-3%	-1.2%	2%
CC(C)C(c1nnnn1Cc1cccs1)N1CCN(c2ccccc2)CC1 (configuration not stated)	4%	-1%	-3%	-3.5%	-5%	1%	28%	0.3%	-1%	.	-6%
Cc1ccc(NS(=O)(=O)c2ccc(CCC(=O)N3CCOCC3)cc2)cc1	-5%	0%	16%	1.3%	4%	0%	4%	0.8%	-10%	-1.4%	-6%
Cc1cccn2c(=O)c3cc(C#N)c(=O)n(Cc4cccnc4)c3nc12	-2%	3%	6.3µM*	-1.0%	-10%	4%	-6%	0.1%	-4%	-0.7%[57.5 µM]	7.9µM*
Cc1cc2oc3c(c(=O)c2cc1C)C(c1cccc(Br)c1)N(Cc1ccco1)C3=O (configuration not stated)	-1%	2%	-4%	-3.2%	3%	2%	41%[activator]	1.1%	1%	5.3%[0.369 µM]	7%
COC(=O)c1ccc(C)c(N(CCO)CCO)c1	-6%	3%	?	-0.8%	-21%	0%	2%	0.4%	-7%	2.2%	3%
NS(=O)(=O)c1ccc(NCc2cnc3ccccc3n2)cc1	-2%[11 µM]	-4%[9.17 µM]	1%[7.6 µM]	-0.3%[15.4 µM]	1%[11.4 µM]	2%[9.22 µM]	.	0.1%[15.4 µM]	-4%[11.4 µM]	1.6%[9.22 µM]	7%[11.4 µM]
Nc1nnc(-c2ccco2)s1	-3%	4%	-5%	-1.7%	2%	0%	-2%	-0.1%	3%	0.1%[9.22 µM]	-9%
COc1cccc(Cn2c(=O)cnc3cnc(Nc4cccc(OC)c4)nc32)c1	-4%	0%	-23%	4.0%	-13%	0%[9.22 µM]	235%[activator]	1.2%	-8%	-0.1%	1%
C=CCNC(=O)c1ccccc1NC(=O)Nc1ccccc1	-2%	3%	-4%	-0.3%	-4%	0%	-5%	-1.1%	2%	0.1%	3%
COc1cccc(C2CC(c3ccc(F)cc3)Nc3nc(N)nn32)c1 (configuration not stated)	-4%[2.3 µM]	0%	0%	-2.2%	-30%	.	.	0.3%	2%	-0.3%	5%
COc1ccc(-c2csc3nc(C)n(-n4cccc4)c(=O)c23)cc1	3%	0%	14%	1.0%	9%	1%	8%	-1.1%	-7%	0.0%[57.5 µM]	-2%

# Bioassay records: PubChem, National Center for Advancing Translational Sciences (NCATS)
